M. tuberculosis GlmU: inhibition of mycobacterial GlmU enzyme – biochemical, glucosamine-1-phosphate acetyltransferase (AID 1376); Bifunctional protein GlmU (Mycobacterium tuberculosis (strain ATCC 25618 / H37Rv)); M. tuberculosis GlmU acetyltransferase enzyme assay; higher % means a stronger effect; inhibition, %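 (tested at 30 µM in the primary screen)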, or IC50 in µM where a hit was titrated; 220,000 compounds, 0.25% hits; in the data active = inhibition above about 13%;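 note: 0% = complete reaction with vehicle and 100% = reaction without substrate; strong numbers were not always called active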
Mtb RmlCD inh: M. tuberculosis RmlC/RmlD coupled enzyme inhibitors, primary screen, biochemical, compound mixtures, 384-well, from 1536-well plates. RmlC+RmlD coupled enzyme assay, percent inhibition; primary screen in compound mixtures. dTDP-4-dehydrorhamnose reductase (Mycobacterium tuberculosis (strain ATCC 25618 / H37Rv)) …. 160,000 compounds, 0.03% hits. inhibition, % at 3.6 µM; in the data active = inhibition mostly above about 34%, no sharp cut-off; note: some results filed as inactive read as strong as hits
Target sequence (P9WH09 whole entry, looked up): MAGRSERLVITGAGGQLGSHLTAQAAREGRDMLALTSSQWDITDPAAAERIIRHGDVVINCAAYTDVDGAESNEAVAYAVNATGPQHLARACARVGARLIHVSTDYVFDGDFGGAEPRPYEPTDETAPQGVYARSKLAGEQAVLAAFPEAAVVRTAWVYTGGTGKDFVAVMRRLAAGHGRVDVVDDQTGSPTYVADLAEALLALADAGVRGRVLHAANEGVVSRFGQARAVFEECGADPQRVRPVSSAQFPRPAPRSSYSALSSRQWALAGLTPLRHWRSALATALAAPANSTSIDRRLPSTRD
Target sequence (P9WH11 whole entry, looked up): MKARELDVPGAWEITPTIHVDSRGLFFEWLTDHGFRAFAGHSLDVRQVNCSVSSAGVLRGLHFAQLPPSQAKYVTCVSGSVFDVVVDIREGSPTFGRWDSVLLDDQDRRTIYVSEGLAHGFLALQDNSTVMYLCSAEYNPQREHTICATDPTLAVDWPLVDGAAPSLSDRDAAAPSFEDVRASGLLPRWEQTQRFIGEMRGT
The depositor's hits bear a star; / = not tested or not shown. A portion of the library; the hit share may differ from the screen's.

Sample of the layout (5 entries):
SMILES	M. tuberculosis GlmU	Mtb RmlCD inh
NC(=O)CC[C@@H]1NC(=O)[C@@H]2CCCN2C(=O)c2cc([N+](=O)[O-])cc(I)c2NCCC[C@@H](C(=O)NC(CC(=O)O)C(N)=O)NC1=O (stereo partly drawn)	-0.6%	/
Cc1cccc(NC(=O)Cn2c(O)c(N=NC(=O)c3ccncc3)c3ccccc32)c1	-1.0%	-11
CC(C)Oc1ccc(Br)cc1/C=N\NC(N)=S	4.4%	20
COc1ccc(/C=N/NC(=O)c2snnc2C)c(OC)c1OC	-4.1%	-6
CCOC(=O)N1CCN(c2nc(=S)n(-c3ccccc3)c(C)c2C(C)=O)CC1	-1.1%	60

Main list (from the top)
SMILES	M. tuberculosis GlmU	Mtb RmlCD inh
NC(=O)CC[C@@H]1NC(=O)[C@@H]2CCCN2C(=O)c2cc([N+](=O)[O-])cc(I)c2NCCC[C@@H](C(=O)NC(CC(=O)O)C(N)=O)NC1=O (stereo partly drawn)	-0.6%	/
Cc1cccc(NC(=O)Cn2c(O)c(N=NC(=O)c3ccncc3)c3ccccc32)c1	-1.0%	-11
CC(C)Oc1ccc(Br)cc1/C=N\NC(N)=S	4.4%	20
COc1ccc(/C=N/NC(=O)c2snnc2C)c(OC)c1OC	-4.1%	-6
CCOC(=O)N1CCN(c2nc(=S)n(-c3ccccc3)c(C)c2C(C)=O)CC1	-1.1%	60
Cc1ccc(S(=O)OCC(=O)Nc2cc(Cl)ccc2N2CCOCC2)cc1 (stereo not drawn)	-7.2%	-3
Fc1ccc(-c2ccnc(=S)[nH]2)cc1	-0.5%	-6
COc1ccc(-c2cc(=O)c3cc(OC)c(OC)cc3[nH]2)cc1	5.6%	/
CN(C)S(=O)(=O)c1ccc(-c2ccccc2)cc1	-2.5%	-1
O=c1[nH]ncc(N/N=C\c2cccs2)c1Cl	3.2%	9
Cc1c(NS(=O)(=O)c2ccc3c(c2)n(C)c(=O)n3C)c(=O)n(-c2ccccc2)n1C	0.3%	1
Cc1c(-n2c(O)c(C3=c4ccccc4=NC3=O)sc2=O)c(=O)n(-c2ccccc2)n1C	-6.2%	2
CCCCC#Cc1cncc(C(=O)N/N=C/c2ccccc2)c1	-3.0%	/
N#CCC(=O)N/N=C/c1cn(Cc2ccc3ccccc3c2)c2ccccc12	-0.8%	4
COc1ccccc1N1CCN(c2nc(C)nc3c2oc2ccccc23)CC1	0.0%	-12
CCS(=O)(=O)N1CCCC(C(=O)NCc2ccccc2Cl)C1 (stereo not drawn)	-3.9%	-6
Cc1cc(C)n(CC(C)NC(=O)c2cc(COc3c(F)cccc3F)on2)n1 (stereo not drawn)	3.7%	4
CN(C)c1ccc(C2N(c3cccc(Cl)c3)C(=O)C3CCCN32)cc1 (stereo not drawn)	9.6%	/
O=C(Nc1ccc(F)cc1)Nc1ccc(N2CCCC2)c(S(=O)(=O)Nc2ccccc2Cl)c1	-5.9%	-10
CCOc1ccc(NC(=O)CN2C(=O)COc3ccc(Cl)cc32)cc1	3.1%	8
COc1ccc2nc3oc(C(=O)N4CCC(C(N)=O)CC4)cc3cc2c1	-2.2%	9
Cc1cc(C(=O)N/N=C/c2ccco2)c2ccccc2n1	3.1%	/
CC(=O)C1=C(c2cccc([N+](=O)[O-])c2)N(C(C)=O)n2c(C)nnc2S1	-5.3%	7
COC(=O)c1[nH]c2cccc(C)c2c1NC(=O)CN1CCCc2ccccc21	7.6%	-7
Nc1ccc(S(=O)(=O)c2cccc(N)c2)cc1	3.5%	71
COCCNCC(=O)C12CC3CC(CC(C3)C1)C2	2.3%	/
Cc1nn2c(NCc3ccccn3)cc(C(C)(C)C)nc2c1-c1ccccc1	6.2%	-7
CCC(=O)N1CCN(c2ccc(NC(=O)c3cc4ccccc4o3)cc2)CC1	0.3%	/
Cn1c(=O)c2c3c(sc2n2c(SCC(N)=O)nnc12)CC(C(C)(C)C)CC3 (stereo not drawn)	2.6%	-10
O=C(C1COc2ccccc2O1)N1CCN(c2ccccc2F)CC1 (stereo not drawn)	-2.8%	/
C=CCOc1ccc2ccccc2c1/C=N/O	3.3%	2
COc1ccc(-c2cc(C(=O)N3CC4(C)CC3CC(C)(C)C4)no2)cc1 (stereo not drawn)	4.2%	-3
O=C(CSc1ncnc2sc3c(c12)CCCC3)N1CCC(c2noc3ccc(F)cc23)CC1	-1.4%	/
Cc1ccccc1N1CCN(C(=S)c2ccc(-c3ccc([N+](=O)[O-])cc3)o2)CC1	6.0%	-2
CCCOC(=O)Cc1n[nH]c(=O)[nH]c1=O	-1.6%	1
Cc1nc2ccc(Cc3ccc4nc(C)[nH]c4c3)cc2[nH]1	0.9%	/
O=[N+]([O-])c1ccc(Nc2ccc(F)cc2)nc1	-4.5%	-3
CCn1c(Cc2ccccc2)nnc1SCC(=O)Nc1ccc2c(c1)OCCO2	1.9%	/
Nc1ccc(C(=O)OCC(=O)N2CCc3ccccc3C2)cc1[N+](=O)[O-]	1.0%	-7
c1ccc(-c2nc3c4ccccc4ccn3c2CN2CCOCC2)cc1	5.1%	4
Cc1ccnc(NS(=O)(=O)c2ccc(NC(=O)Cc3ccccc3)cc2)n1	-4.1%	9
O=C(Nc1ccc(Cl)cc1)OCc1cn(-c2ccc(Cl)cc2)nn1	9.8%	16
CC(C)CC(=O)Nc1ccc(C(=O)CN2CCC(C)CC2)cc1	-2.2%	/
COc1ccccc1-c1cc(N)n(S(=O)(=O)c2ccc(F)c(C)c2)n1	-4.5%	11
CCCN1C(=O)/C(=C/c2ccc(C)s2)SC1=Nc1ccc(OC)cc1	-1.7%	3
Cc1ccc(-n2nnnc2SCC(=O)c2cc(C)n(-c3cc(C)on3)c2C)cc1	6.2%	-18
Cc1ccc(C(=O)OCC(=O)Nc2c(C)n(C)n(-c3ccccc3)c2=O)cc1[N+](=O)[O-]	2.9%	-10
Cn1c(=O)cc(OCCCC(=O)N2CCN(Cc3ccc4c(c3)OCO4)CC2)c2ccccc21	-5.9%	2
CC(=O)NC(=S)Nc1ccc([N+](=O)[O-])cc1C	-0.5%	14
COc1ccc(NC(=O)Cn2c(=O)n(CC(=O)NCc3ccco3)c(=O)c3ccccc32)cc1OC	0.8%	/

(continued)
SMILES	M. tuberculosis GlmU	Mtb RmlCD inh
CC(C)CNC(=O)CCCSc1nc2ccccc2[nH]1	16%	-11
CCCNC(=O)Cc1c(C)oc2ccccc12	-2.0%	-10
CC(C)(C)C1=CC(=Nc2ccccc2N)C=C(C(C)(C)C)C1=O	6.9%	-9
Cc1ccc2nsnc2c1S(=O)(=O)N(Cc1ccco1)Cc1cc2ccc(C)c(C)c2[nH]c1=O	0.8%	-12
O=C(O)c1ccc2c(=O)n(-c3ccccc3)c(=S)[nH]c2c1	3.0%	/
O=P(c1ccccc1)(c1ccccc1)N1CCCCC1	-5.2%	/
CC(=O)Nc1cccc(OC(=O)N2CCOCC2)c1	0.6%	/
CC(=O)CC(C)(C)Nc1nc2ccc([N+](=O)[O-])cc2o1	3.1%	/
COc1ccc(C2CC(c3ccccc3)=NN2S(=O)(=O)c2ccc(C)cc2)c(OC)c1 (stereo not drawn)	-14%	-6
CCOc1ccc(NC(=S)N2CCN(CCN3C(=O)c4cccc5cccc(c45)C3=O)CC2)cc1	7.3%	-5
O=S(=O)(c1ccccc1)N(Cc1nc(-c2ccccc2)no1)C1CCCCC1	-0.5%	-5
Cc1ccc(C(=O)Oc2coc(CSc3nnc(NC(=O)c4cccs4)s3)cc2=O)cc1	-1.9%	10
CCCCNC(=O)Nc1ccc(Br)cn1	2.0%	/
N=c1ccn(CC(=O)NC(N)=O)c2ccccc12	-2.5%	5
Cc1cccc(Cn2cccc2/C=C2/C(=N)N3C=CSC3=NC2=O)c1	-1.2%	/
CCNC(=S)N1CCC(NC(=O)c2ccco2)CC1	2.9%	-9
CC1=C(C(=O)OCCOC(C)C)C(c2cc3c(cc2Br)OCO3)CC(=O)N1 (stereo not drawn)	2.3%	/
O=C(Nc1ccc(S(=O)(=O)Nc2nccs2)cc1)c1ccc(S(=O)(=O)N2CCOCC2)cc1	3.8%	-10
CSc1nncc(/C(C)=N/O)n1	-6.7%	8
Cc1ccc([N+](=O)[O-])c(OCC(=O)OCC(=O)c2ccccc2)c1	1.7%	5
NCC1CCC(C(=O)Oc2ccc(CCC(=O)O)cc2)CC1 (stereo not drawn)	-5.2%	/
FC(F)(F)c1cccc(-c2ccc(/C=N/Nc3nncc(-c4ccccc4)n3)o2)c1	-4.0%	4
CCC(=O)N1CC23C=CC(CC2CC12CCCCC2)O3 (stereo not drawn)	-0.7%	-4
O=C(CN(c1ccccc1)S(=O)(=O)c1ccccc1)NCCSc1ccccn1	1.3%	3
CC1(C(=O)NCCCNc2ncc(C(F)(F)F)cc2Cl)C=CC2(CCCCC2)N1C(=O)c1ccccc1 (stereo not drawn)	-3.5%	/
O=C(Cc1cc(=O)[nH][nH]1)N/N=C/c1ccccc1Cl	7.7%	5
O=C(O)CCc1ccc(-c2cccs2)n1NC(=O)c1ccc(O)cc1	2.9%	4
c1ccc(CNc2ncnc3nc[nH]c23)cc1	-4.9%	5
Cn1cnnc1SCC(=O)c1ccc2c(c1)CCCC2	5.6%	15
CC1(C(=O)CSc2nc3ccccc3[nH]2)CCC(=O)O1 (stereo not drawn)	-6.0%	-4

Filtered by structure, the entries above containing an aryl thioether with sulfur outside any ring.
SMILES	M. tuberculosis GlmU	Mtb RmlCD inh
Cn1c(=O)c2c3c(sc2n2c(SCC(N)=O)nnc12)CC(C(C)(C)C)CC3 (stereo not drawn)	2.6%	-10
O=C(CSc1ncnc2sc3c(c12)CCCC3)N1CCC(c2noc3ccc(F)cc23)CC1	-1.4%	/
CCn1c(Cc2ccccc2)nnc1SCC(=O)Nc1ccc2c(c1)OCCO2	1.9%	/
Cc1ccc(-n2nnnc2SCC(=O)c2cc(C)n(-c3cc(C)on3)c2C)cc1	6.2%	-18
CC(C)CNC(=O)CCCSc1nc2ccccc2[nH]1	16%	-11
Cc1ccc(C(=O)Oc2coc(CSc3nnc(NC(=O)c4cccs4)s3)cc2=O)cc1	-1.9%	10
CSc1nncc(/C(C)=N/O)n1	-6.7%	8
O=C(CN(c1ccccc1)S(=O)(=O)c1ccccc1)NCCSc1ccccn1	1.3%	3
Cn1cnnc1SCC(=O)c1ccc2c(c1)CCCC2	5.6%	15
CC1(C(=O)CSc2nc3ccccc3[nH]2)CCC(=O)O1 (stereo not drawn)	-6.0%	-4

The results go on.
SMILES	M. tuberculosis GlmU	Mtb RmlCD inh
C/C=C1/CC(C)C(C)(O)C(=O)OCC2CCN3CCC(OC1=O)C23 (stereo not drawn)	-2.4%	-6
COc1ccccc1N1CCN(C(=O)Cn2nc3n(C)c4ccccc4n3c(=O)c2=O)CC1	5.3%	-12
O=C(NCc1ccccc1)c1ccccc1C(=O)c1ncc[nH]1	-1.9%	/
Cc1nnc(SCc2nc3sc(C(=O)O)c(C)c3c(=O)[nH]2)s1	6.8%	-5
COc1ccc(CCn2nnnc2C(CC(C)C)N2CCC(C(N)=O)CC2)cc1OC (stereo not drawn)	3.8%	5
COc1ccc(S(=O)(=O)NN(C)c2nc(C(F)(F)F)nc3ccccc23)cc1	/	-13
Cc1nnc(NC(=O)CSc2nnc(C)n2-c2ccc(F)cc2)s1	-3.4%	-9
CN(CCCNC(=O)c1cccn2c(=O)c3ccccc3nc12)Cc1ccccc1	-4.5%	30
CN(c1ncc(C(F)(F)F)cc1Cl)N1C(=O)C2ONC3(C(=O)CC(C)(C)CC3=O)C2C1=O (stereo not drawn)	0.5%	22
CCn1c(COc2ccccc2)nnc1SCC(=O)CC(=O)Nc1ccccc1OC	1.6%	/
COc1cccc(CCc2nnc(CCC(=O)NC(C)c3c(C)nn(C)c3C)o2)c1 (stereo not drawn)	2.3%	/
CCn1cc(C(=O)N2CCN(C3CCCCC3)CC2)c2cc(OC)c(OC)cc2c1=O	1.6%	/
CC12c3ccccc3C(c3ccccc31)C1C(=O)N(c3ccncc3)C(=O)C12 (stereo not drawn)	1.1%	9
CCOC(=O)c1c(NC(=O)CSc2nnc(CNC(=O)c3ccco3)n2C)sc2c1CCC2	2.5%	15
COc1cccc(-c2cc(C(=O)N3CCCc4ccccc43)no2)c1	3.1%	/
O=C(Nc1ccccc1F)Nc1cc(S(=O)(=O)N2CCOCC2)ccc1N1CCCC1	3.0%	-12
CN(C)CCNC(=O)/C(=C/c1ccc(-c2ccc(Cl)cc2Cl)o1)NC(=O)c1ccccc1	-7.1%	-10
Cc1occc1C(=O)Nc1cccc(C(=O)O)c1	3.9%	/
O=C(O)c1ccc2c(=O)n(-c3ccc(F)c(Cl)c3)c(=S)[nH]c2c1	4.2%	9
COCCNc1nnnc2c1sc1nc(N3CCOCC3)c3c(c12)CC(C)(C)OC3	-6.2%	-4
CN1CCc2cccc3c2[C@H]1Cc1ccc(O)c(O)c1-3	11%	/
CC(=O)Nc1ccc(S(=O)(=O)NCC(=O)OCC(=O)NC23CC4CC(CC(C4)C2)C3)cc1	4.0%	5
Cc1cc(C#N)c(C)n1-c1cc(S(=O)(=O)N2CCOCC2)ccc1N1CCCC1	-0.2%	5
O=C(O)C1C2C=CC3(CN(Cc4ccncc4)C(=O)C13)O2 (stereo not drawn)	-1.4%	/
Cc1onc(-c2c(F)cccc2Cl)c1C(=O)ONC(=O)c1ccccc1	1.6%	-9
CS(=O)(=O)N1N=C(c2ccco2)CC1c1ccccc1 (stereo not drawn)	1.0%	4
COc1ccccc1NC(=O)C/C(C)=N/NC(=O)COc1c(Br)cc(Br)cc1OC	-8.5%	15
COc1ccc(C2COC(=O)C2=N)c(NC(=O)c2ccccc2)c1 (stereo not drawn)	0.0%	/
COc1cnc(-c2ccccn2)nc1Sc1cccc(Cl)c1	-5.2%	13
CCCCN1CC(C(=O)NC2CCCCC2)CC1=O (stereo not drawn)	1.7%	/
COc1ccc(/C=C(\C#N)C(=O)N=CN(C)C)cc1	2.8%	5

High-throughput results deposited in PubChem by several laboratories.
